TRPV1 ag: agonists of human vanilloid receptor 1 (TRPV1) | Q8NER1 | TRPV1-expressing cells, Fluo-8 calcium influx, agonist mode | activation, % at 8.33 µM | 320,000 compounds, 0.19% hits | AID 540275; in the data active = activation above about 80%; inconclusive = between about 30% and that limit; also: 0% is about no effect
Target sequence (Q8NER1 whole entry, looked up): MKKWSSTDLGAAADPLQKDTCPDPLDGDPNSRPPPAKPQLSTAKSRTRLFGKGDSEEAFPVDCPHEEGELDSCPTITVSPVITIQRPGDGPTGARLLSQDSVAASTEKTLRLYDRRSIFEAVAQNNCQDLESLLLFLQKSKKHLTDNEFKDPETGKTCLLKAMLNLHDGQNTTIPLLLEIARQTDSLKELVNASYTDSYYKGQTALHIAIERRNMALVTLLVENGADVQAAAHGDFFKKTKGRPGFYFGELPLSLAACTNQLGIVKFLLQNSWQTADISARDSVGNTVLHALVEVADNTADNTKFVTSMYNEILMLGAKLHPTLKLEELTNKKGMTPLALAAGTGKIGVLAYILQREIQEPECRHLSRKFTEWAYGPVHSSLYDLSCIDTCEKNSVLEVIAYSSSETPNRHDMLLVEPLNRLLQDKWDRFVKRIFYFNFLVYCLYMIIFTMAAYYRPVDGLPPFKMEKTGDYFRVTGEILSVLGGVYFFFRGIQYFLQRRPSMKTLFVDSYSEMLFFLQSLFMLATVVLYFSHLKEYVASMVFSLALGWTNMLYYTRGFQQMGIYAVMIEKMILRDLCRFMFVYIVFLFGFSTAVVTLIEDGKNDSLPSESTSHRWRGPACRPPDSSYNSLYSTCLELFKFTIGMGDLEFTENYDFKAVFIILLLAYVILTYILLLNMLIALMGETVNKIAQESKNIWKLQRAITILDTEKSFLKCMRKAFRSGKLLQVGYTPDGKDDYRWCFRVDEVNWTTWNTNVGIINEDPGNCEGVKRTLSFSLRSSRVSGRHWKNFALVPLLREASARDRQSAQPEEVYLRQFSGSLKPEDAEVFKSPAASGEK
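Cells expressing TRPV1 were dye-loaded with Fluo-8 and read kinetically: 10 s baseline, 3 min after compound (agonist portion), then 2 min after EC20 capsaicin (allosteric enhancer portion). Calcium-bound dye fluorescence at 480/520 nm.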
MBNL1-CUG inh: MBNL1-poly(CUG) RNA binding inhibition. AID 2675. Potency, µM (doses to about 57.5 µM), for the others: at the highest dose activity change, negative = inhibition, hits mostly inhibitors. Q9NR56. 280,000 compounds, 0.036% hits. TR-FRET MBNL1-His/biotin-(CUG)12 binding, 665/545 ratio; active = well fitted inhibition curve with a large enough effect in the signal ratio, with a control signal flat, not every such curve was filed as active; inconclusive = small, poorly fitted or top-dose-only effect, or effect the other way, or a change in a side signal; inactive = no such curve, though single readings can be large or run the other way; the % refers to the signal ratio; also: potency is read from the fitted curve at half-maximal effect; % is scaled to controls: 0 for no effect and ±100 for the full control effect
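TR-FRET readout: Ex 340 nm, 665/545 nm emission ratio, normalized to buffer-only (basal) and MBNL1-(CUG)12 controls. Complex of MBNL1-His with Biotin-(CUG)12, compounds 92 nM–58 uM, incubated 60 min at room temperature.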
A-T KAP1 phos: potential ataxia-telangiectasia treatments restoring KAP-1 phosphorylation; Potency, µM (doses to about 57.5 µM), for the others: at the top dose activation, most hits filed as activators; 320,000 compounds, 0.19% hits; […] A-T fibroblasts, KAP-1 phosphorylation AlphaLISA; neocarzinostatin DNA damage 30 min before lysis; AID 485349; also: potency is read from the fitted curve at half-maximal effect; % of control where 0% means no effect; nearly all actives have a fitted effect of over 45% in size
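ATM-like activity read as KAP-1 phosphorylation via AlphaLISA donor/acceptor antibody pairs after lysis and 6 hr at 25C. Cells were ATM-null patient fibroblasts ([…], hTERT), dosed 60 min, then exposed to the DSB inducer NCS for 30 min.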
S-ASM inh: human S-ASM enzyme inhibition. P17405. placental ASM, HMU-PC fluorogenic substrate, 60 min. Potency, µM (titrated, usually from 57.5 µM), inactives show top-dose activity change, negative = inhibition, usual class: inhibitors. 340,000 compounds, 0.006% hits. AID 504937; also: potency is read from the fitted curve at half-maximal effect
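qHTS format. ASM enzyme prepared from human placenta hydrolyses the fluorogenic substrate HMU-PC0 (9 uM final) over 60 min at 37 °C after a 10 min compound preincubation.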
GALK inhibitor: inhibitors of human galactokinase; P51570; Purified GALK, Kinase-Glo residual ATP luminescence; Potency, µM (top dose mostly 57.5 µM), for the others: at the highest dose activity change, negative = inhibition, most hits filed as inhibitors; 270,000 compounds, 0.007% hits; AID 1868; also: potency is read from the fitted curve at half-maximal effect; % is scaled to controls: 0 for no effect and ±100 for the full control effect
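Human GALK (5 nM) with 35 uM ATP and 100 uM galactose in 20 mM HEPES pH 8.0, 5 mM MgCl2, 60 mM NaCl, 1 mM DTT, 0.01% BSA. After 1 h at room temperature, leftover ATP was read by Kinase-Glo Plus luminescence.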
KCNH2 3.1 inh: KCNH2 3.1 (human) potassium channel inhibition | U2OS KCNH2 3.1, thallium flux FluxOr; hits give low values | activity change, % (tested at about 1.8 µM) | 340,000 compounds, 0.95% hits;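 active = maximum activity change below -70%; inconclusive = maximum activity change from -70% to -50%; inactive = maximum activity change above -50%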;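 also: thallium influx rate constant from kinetic fluorescence after stimulation buffer; % is scaled to controls: 0 for no effect and ±100 for the full control effect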
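Normalized rate constant (relative to positive and negative DMSO controls) derived from a 2 min kinetic fluorescence read after stimulation; U2OS cells expressing the 3.1 isoform via virus at 1.77 x 10^8 /mL.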
hERG WT inh: KCNH2 (human, wildtype) channel inhibition; Q12809; U2OS, BacMam KCNH2, thallium flux FluxOr; hits give low values; activity change, % at 1.84 µM; 340,000 compounds, 0.37% hits; AID 720551;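 active = maximum activity change below -70%; inconclusive = maximum activity change between -70% and -50%; inactive = maximum activity change above -50%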; also: % is scaled to controls: 0 for no effect and ±100 for the full control effect
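U2OS cells were transduced with wild-type KCNH2 virus (2.03 x 10^8 / mL) for 4 h at room temperature, then cultured overnight at 37 C. Thallium flux was read with FluxOr dye. Rate constants were normalized to DMSO controls.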
FBPA coupling cs: inhibits coupling enzyme system, counter-screen for aldolase hits. coupling enzyme system counterscreen, AmpLite Red fluorescence. activity change, negative = inhibition, % at 58.2 µM, hits read low. 290,000 compounds, 0.67% hits. AID 2472; in the data active = activity change below about -30%; also: % is scaled to controls: 0 for no effect and ±100 for the full control effect
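Counterscreen of the coupled detection system alone, without aldolase: glyceraldehyde-3-phosphate coupling enzymes plus AmpLite Red readout. Compounds at 57.5 uM final, 10 min RT preincubation, 20 min RT reaction, fluorescence 525/598 nm.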
MLL CXXC-DNA inh: MLL CXXC-DNA interaction inhibition | MLL-CXXC / FITC-HOXA9 DNA fluorescence polarization | Potency, µM (top dose mostly 115 µM), without a hit: top-dose activity change, negative = inhibition, hits mostly inhibitors | 290,000 compounds, 0.037% hits | AID 2662; active = well fitted inhibition curve with a large enough effect in the polarisation, with a control signal flat, not every such curve was filed as active; inconclusive = small, poorly fitted or top-dose-only effect, or effect the other way, or a change in a side signal; inactive = no such curve, though single readings can be large or run the other way; the % refers to the polarisation; also: potency is read from the fitted curve at half-maximal effect
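Purified MLL-CXXC (added from a 7 uM solution) was preincubated 5 min at ambient with pinned compounds in 50 mM Tris-HCl pH 7.5, 50 mM NaCl, 1 mM DTT, 0.05% BSA. Fluorescein-labeled HOX-A9 DNA (50 nM solution) followed, 30 min, then polarization read.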
a7 integrin act: activators of alpha7 integrin expression for muscular dystrophy; alpha7betagal myoblasts, beta-gal FDG fluorescence, 48 h; Potency, µM (doses to about 38.3 µM), without a hit: at the top dose activation, actives largely listed as activators; 350,000 compounds, 0.064% hits;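 also: potency is read from the fitted curve at half-maximal effect; 100% = response of the positive control SU9516; nearly all actives have a fitted effect of over 60% in size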
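alpha7betagal+/- myoblasts (passage 13, 250/well) treated 48 h at 37C with compounds at 1:260 dilution of DMSO stock. Lysed, then beta-galactosidase activity read as FDG fluorescence (ex 480/em 540) after 30 min, with pre-read for autofluorescence.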
Active calls of the source: *; ? = inconclusive; . = not tested or not shown; [ ] = remark or other dose. Unless noted, calls follow the shape of the dose curve; as a rule, active = well fitted curve in the direction sought with a large enough effect; inconclusive = small, poorly fitted or top-dose-only effect, or another doubt; inactive = no such curve, though single readings can be large; an effect the other way counts as inactive or inconclusive.

SMILES	TRPV1 ag	MBNL1-CUG inh	A-T KAP1 phos	S-ASM inh	GALK inhibitor	KCNH2 3.1 inh	hERG WT inh	FBPA coupling cs	MLL CXXC-DNA inh	a7 integrin act
CCOc1ccccc1N(CC(=O)NCCc1ccc(OC)c(OC)c1)S(=O)(=O)c1ccccc1	7	-1%	9%	0%	-1%	-3	8	1	6%	15%
Cc1cccc(C(=O)N2CCN(S(=O)(=O)N3CCCCC3)CC2)c1	2	-2%	-23%	1%	-3%	-6	-8	.	4%	-10%
Cc1ccc(NC(=O)CSc2nccn2Cc2ccccc2)cc1C	-3	7%	.	-3%	-1%	4	-3	-10	-13%	-20%
COc1ccc(C(=O)NCCS(=O)(=O)NCc2ccc3c(c2)OCO3)cc1	12	.	4%	0%	.	9	0	.	.	7%
Cc1cc(NC(=O)c2ccccc2)n(-c2ccccc2)n1	-1	-6%	4%	3%	-4%	-16	.	0	7%	?
CCOC(=O)C1CCCCN1Cc1cccc(OC)c1OC (stereo not given)	0	-6%	.	5%	0%	5	-1	0	-10%	-2%
Cc1[nH]c2ccccc2c1C(=O)C(=O)N1CCN(c2ccccc2F)CC1	1	2%	6%	-2%	-2%	-12	18	.	4%	6%
COC(=O)c1ccc(-c2cc(CC3(C(=O)OC)CCN(C(=O)OC(C)(C)C)CC3)on2)cc1	?	-15%	11%	-5%	.	2	-9	0	-5%	-2%
COc1ccc(/C=C/C(=O)NCc2ccc(F)cc2)cc1S(=O)(=O)N1CCOCC1	10	?	14%	-2%	1%	-29	12	0	?	-52%[inhibitor]
O=C(CCCc1c[nH]c2ccccc12)N1CCN(c2ccc(N3CCOCC3)nn2)CC1	.	?	25%	249%[activator]	0%	-2	-1	-5	-9%	12%
COc1ccc(S(=O)(=O)N2CCC(C(=O)N[C@H](C(=O)NCc3ccncc3)C(C)C)CC2)cc1	7	-3%	4%	-1%	-4%	1	8	.	-2%	6%
CN(C(=O)CSC1=Nc2ccccc2C2=NC(c3ccccc3)C(=O)N12)C1CCCCC1 (stereo not given)	2	-6%	1%	65%[activator]	-3%	-11	3	4	2%	12%
O=C(CN1C(=O)NC2(CCCCC2)C1=O)Nc1ccc2[nH]c(=O)[nH]c2c1	1	.	3%	14%	.	-33	1	.	.	-9%
COc1ccc(C(=O)NCCn2cc(SCC(=O)NCC3CCCO3)c3ccccc32)cc1 (stereo not given)	7	-4%	1%	-3%	1%	-7	11	1	0%	11%
Cc1ccc(Nc2n[nH]c(C)c2[N+](=O)[O-])cc1	0	?	2%	-2%	0%	1	15	2	5%	17%
COC(=O)c1cc2occc2n1Cc1nc(-c2cccc(Cl)c2)oc1C	-5	6%	17%	-1%	.	-5	-3	1	13%	7%
CN1C(=O)CC(N2CCN(C(=O)c3ccccc3)CC2)C1=O (stereo not given)	2	-13%	3%	8%	1%	-3	-2	-2	5%	1%
O=C(CN1C(=O)NC2(CCCC2)C1=O)OCCOc1ccc(F)cc1	12	.	8%	-1%	.	-6	7	.	.	0%
CCOC(=O)c1cc2c(c(CCO)n1)[C@H](CCO)N(S(=O)C(C)(C)C)C2 (stereo not given in full)	.	.	.	11%	.	-16	-2	.	.	9%
CC(Sc1nnc2c(n1)C1(C)CCC2C1(C)C)C(=O)Nc1ccccc1 (stereo not given)	.	-1%	-1%	-1%	-2%	-1	5	0	4%	-4%
Cc1nn(-c2ccccc2)c(C)c1/C=N/NC(=O)c1ccc(F)cc1	.	.	.	15%	.	?	-1	.	.	-1%
CC(=O)N1CCN(c2ncnc3sc(-c4ccccc4)cc23)CC1	27	8%	-6%	-2%	-3%	7	6	0	5%	-8%
COc1ccc2nc(N3C(=O)C(O)=C(C(=O)c4ccco4)C3c3ccco3)sc2c1 (stereo not given)	.	.	.	-3%	.	1	8	.	.	32%
O=C(Nc1cccnc1Cl)C1CCCN(c2ncnc3c2nc2n3CCCCC2)C1 (stereo not given)	25	-17%	-7%	-1%	2%	-18	4	.	-10%	1%
COCCNC(=O)NC(=O)COC(=O)c1cc([N+](=O)[O-])ccc1Sc1nc(C)cs1	-1	?	-6%	-4%	0%	2	-2	-1	1%	-28%

Three compounds from above, arranged by their value in GALK inhibitor, lowest first:
SMILES	TRPV1 ag	S-ASM inh	GALK inhibitor	MLL CXXC-DNA inh	a7 integrin act
Cc1cc(NC(=O)c2ccccc2)n(-c2ccccc2)n1	-1	3%	-4%	7%	?
CN(C(=O)CSC1=Nc2ccccc2C2=NC(c3ccccc3)C(=O)N12)C1CCCCC1 (stereo not given)	2	65%[activator]	-3%	2%	12%
Cc1ccc(Nc2n[nH]c(C)c2[N+](=O)[O-])cc1	0	-2%	0%	5%	17%

New compounds follow
SMILES	TRPV1 ag	MBNL1-CUG inh	A-T KAP1 phos	S-ASM inh	GALK inhibitor	KCNH2 3.1 inh	hERG WT inh	FBPA coupling cs	MLL CXXC-DNA inh	a7 integrin act
Cc1nn2c(C)c(C(=O)Nc3ccccc3)cnc2c1-c1ccccc1	?	.	7%	-14%	-3%	5	1	-4	-13%	0%
O=C(NCC1CC1)c1cccc2c1C(=O)c1ccc(-c3ccc(OC(F)(F)F)cc3)cc1S2(=O)=O	.	.	5%	-20%	.	-35	3	.	.	5%
N#C/C(=C\c1ccc(C#N)cc1)C(=O)N1CCCC1	-11	0%	12%	.	10%	.	.	3	-17%	.
CC1=C(C#N)C(c2ccc(O)cc2)C2=C(CCCC2=O)N1 (stereo not given)	2	4%	1%	77%[activator]	-1%	-2	-3	1	9%	7%
COC(=O)c1ccc(-c2ccco2)n1Cc1cc(C)ccc1C	-3	8%	.	-2%	3%	-14	8	1	5%	1%
Cc1nc(-c2ccccc2)sc1C(=O)O	2	11%	-1%	1%	-2%	8	-4	7	6%	0%
Cc1occc1-c1n[nH]c(=S)n1C	-2	0%	-2%	2%	-1%	1	-2	4	-2%	-16%
Cc1nc(N)[nH]c(=O)c1CCC(=O)OCC(C)C	3	4%	-1%	6%	2%	-9	10	0	5%	-2%[7.66 µM]
Cc1[nH]c2ccccc2c1C(=O)CNc1nccs1	3	-22%	.	1%	2%	5	-2	-6	-2%	1%
Cc1ccc(CC(=O)NCC(c2ccco2)N(C)C)cc1C (stereo not given)	7	-7%	4%	7%	14%	-7	-5	-1	-6%	-24%
CC(C)c1ccccc1NC(=O)COC(=O)/C=C/c1cccc([N+](=O)[O-])c1	-4	8%	1%	-1%	1%	-4	-16	3	14%	41%
COc1ccccc1N1CC(C(=O)Nc2cccc(C(=O)O)c2)CC1=O (stereo not given)	-3	-7%	11%	-2%	1%	10	4	-5	-2%	1%
CCn1cc(CNCc2ccc(OCC(O)CN(C)Cc3ccccc3)cc2)cn1 (stereo not given)	0	2%	13%	3%	4%	-10	-2	0	-1%	-58%[inhibitor]
COc1ccc(OC)c(CNn2c(-c3ccccc3F)nc3ccccc3c2=O)c1	-3	-7%	14%	-5%	-1%	-11	4	6	-2%	?
COc1ccc(C2c3[nH]c4ccccc4c3C[C@H]3C(=O)N(C4CCN(Cc5ccccc5)CC4)CC(=O)N23)c(OC)c1 (stereo not given in full)	-4	0%	-4%	-5%	0%	?	-41	-3	4%	-6%
N#CC1(c2ccccc2)CCCN1C(=O)c1ccco1 (stereo not given)	0	5%	-3%	0%	4%	4	12	-7	4%	-3%
CN(C(=O)c1ccc(NC(=O)C2CCCN(C(=O)OC(C)(C)C)C2)cc1)C1CC1 (stereo not given)	.	.	6%	-2%	.	6	0	.	.	6%
O=C(O/N=C1/CCSc2ccccc21)c1ccccc1	15	-4%	-2%	-2%	3%	-1	-17	-1	0%	-5%
CCOC(=O)c1c(CN(C)C)n(-c2ccc(C)cc2)c2cc(Br)c(O)cc12	-4	.	0%	-7%	1%	-24	1	2	-20%	3%
CC(C)NC(=O)C1(S(=O)(=O)c2ccccc2)CC=CC1	-3	1%	-6%	3%	.	-7	3	-1	-4%	-4%
CCCCC(=O)Nc1ccc(C(=O)NNC(=O)c2ccccc2Br)cc1	13	3%	-4%	2%	1%	9	6	4	-4%	17%
O=C1CC[C@@H](OCc2ccccc2)CCN1CC[C@H](Sc1ccccc1)c1ccccc1	?	1%	-3%	-5%	.	-16	-14	-2	-13%	-26%
CCn1c(=O)c2cc(C(=O)Nc3cccc(C(C)=O)c3)sc2c2ccccc21	?	-8%	0%	175%[activator]	4%	12	11	4	-1%	-3%
Cc1cc(C)cc(NC(=O)NCC(O)COc2ccc([N+](=O)[O-])cc2)c1 (stereo not given)	6	?	9%	-2%	1%	7	-26	2	2%	6%
COc1ccc(NC(=O)CN(C)S(=O)(=O)c2ccc(Cl)cc2)cn1	10	.	-2%	-1%	.	-9	12	.	.	7%

Screening results as filed in PubChem.

Rows were taken by chance; overall some 2% were active at least once.
